PLK1 PBD block = inhibitors of human PLK1 polo-box domain binding; P53350; Plk1 PBD binding of FITC phosphopeptide, fluorescence polarization; Potency, µM, inactives show max response, negative = inhibition, hits mostly inhibitors; 360,000 compounds, 2.8% hits; AID 720504; note: potency is the fitted concentration of half-maximal effect; series mostly up to about 57 µM; % is set by controls: 0 for no effect and ±100 for the full control effect; nearly all actives have a fitted effect of over 65% in size
aSyn yeast inh = rescues yeast growth from alpha-synuclein toxicity | Yeast expressing alpha-synuclein, growth rescue, BacTiter-Glo, 24 h | Potency, µM (series often up to 46.1 µM), for inactives: at the top dose growth rescue (activation), usual class: activators | 370,000 compounds, 0.14% hits | AID 652106; note: potency is the fitted concentration of half-maximal effect; % of control where 0% means no effect; nearly all actives have a fitted effect of over 65% in size
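Rescue of yeast growth: cells expressing toxic alpha-synuclein, induced in galactose at OD600 0.02, incubated with compound 24 h at 30 C. ATP luminescence quantified growth; inhibitors of toxicity appear as activators.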
IL-2 act = activates IL-2 in a cell-based reporter assay; IL-2 activation reporter assay, cell-based qHTS; stimulated with anti-CD3/CD4/CD28 beads; in transgenic mouse T cells; activation, % (series mostly up to about 46 µM); 360,000 compounds, 0.065% hits; in the data active = activation above about 50%; inconclusive = mostly about 30% to 49%; note: 0% is about no effect
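First, unstimulated transgenic mouse T cells were exposed to compound for 60 min. Next, anti-CD3/anti-CD4-coated beads with anti-CD28 were added. Finally, after 18 h at 37 degrees C, EGFP and DsRed were imaged.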
EPAC1 agonist = agonists of human EPAC1; O95398; EPAC1 agonist qHTS, biochemical assay; response scale: 100% = response to 6.5 mM cAMP; Potency, µM (titrated, usually from 154 µM), for the others: top-dose activation, most hits filed as activators; 360,000 compounds, 0.073% hits; note: potency is the fitted concentration of half-maximal effect; nearly all actives have a fitted effect of over 60% in size
Target sequence (O95398 whole entry, looked up): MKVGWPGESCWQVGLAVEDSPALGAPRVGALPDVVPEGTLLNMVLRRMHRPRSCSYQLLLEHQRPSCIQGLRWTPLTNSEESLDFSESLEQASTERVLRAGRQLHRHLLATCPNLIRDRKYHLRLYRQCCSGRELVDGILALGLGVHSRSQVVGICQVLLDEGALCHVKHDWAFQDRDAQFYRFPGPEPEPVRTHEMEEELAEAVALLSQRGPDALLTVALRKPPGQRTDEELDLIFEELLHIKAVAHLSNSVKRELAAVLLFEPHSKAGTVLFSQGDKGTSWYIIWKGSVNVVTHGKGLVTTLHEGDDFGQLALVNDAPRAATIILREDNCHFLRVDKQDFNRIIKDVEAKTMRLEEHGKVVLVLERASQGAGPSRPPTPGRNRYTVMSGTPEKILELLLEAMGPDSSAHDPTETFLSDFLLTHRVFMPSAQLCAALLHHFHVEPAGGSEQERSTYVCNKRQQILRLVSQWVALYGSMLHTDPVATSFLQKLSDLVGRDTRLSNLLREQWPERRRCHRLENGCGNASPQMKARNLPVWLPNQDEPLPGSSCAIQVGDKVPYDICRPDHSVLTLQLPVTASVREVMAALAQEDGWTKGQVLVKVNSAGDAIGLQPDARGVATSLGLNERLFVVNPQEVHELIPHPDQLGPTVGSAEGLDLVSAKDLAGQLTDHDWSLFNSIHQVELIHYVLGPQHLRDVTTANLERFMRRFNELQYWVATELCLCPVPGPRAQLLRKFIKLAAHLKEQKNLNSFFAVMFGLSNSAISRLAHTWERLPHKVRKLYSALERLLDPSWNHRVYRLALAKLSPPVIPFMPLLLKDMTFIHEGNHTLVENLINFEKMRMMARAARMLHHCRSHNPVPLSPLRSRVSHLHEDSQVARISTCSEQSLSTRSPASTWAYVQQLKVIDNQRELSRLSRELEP
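Nucleotide exchange assay: 100 nM EPAC1 with 250 nM Rap1B loaded with BODIPY-GDP and 50 uM GDP, room temperature. Fluorescence (480/540 nm) read every 5 min for 30 min; signal change normalized to 6.5 mM cAMP as full agonist.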
WRN helicase inh = WRN helicase (human) inhibition | WRN helicase unwinding, fluorescent forked duplex, kinetic | Potency, µM (top dose mostly 114 µM), inactives show at the top dose activity change, negative = inhibition, usual class: inhibitors | AID 651768 | 360,000 compounds, 0.46% hits | Q14191; note: potency is the fitted concentration of half-maximal effect; % is set by controls: 0 for no effect and ±100 for the full control effect; nearly all actives have a fitted effect of over 55% in size
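Kinetic red-fluorescence monitoring (525/598 nm) tracks WRN helicase activity after 100 nM fluorophore-quencher forked duplex and 2 mM ATP are added to 20 nM enzyme pretreated 15 min at room temperature with compound.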
Abeta rescue = restores growth of yeast expressing A-beta42 peptide. yeast expressing A-beta42, growth rescue, OD600, 48 h; response scale: 0% DMSO, 100% iron-clioquinol control. Potency, µM (highest dose often 46.1 µM), for the others: at the top dose growth rescue, usual class: activators. 410,000 compounds, 0.063% hits. AID 1347071; note: potency is the fitted concentration of half-maximal effect; nearly all actives have a fitted effect of over 55% in size
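Yeast growth medium received pinned compounds, then yeast cells expressing toxic A-beta were added; plates incubated at 30 C for 48 hr. Growth read as absorbance at 600 nm, normalized to DMSO and equimolar FeCl3 plus clioquinol controls.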
EPAC1 antag = antagonists of human EPAC1; EPAC1 GEF assay, Rap1b-BODIPY-GDP exchange fluorescence; 360,000 compounds, 0.14% hits; AID 720709; Potency, µM (titrated, usually from 115 µM), inactives show at the top dose activity change, negative = inhibition, hits mostly inhibitors;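 note: potency is the fitted concentration of half-maximal effect; plate controls were vehicle for no effect and positive control for full effect; nearly all actives have a fitted effect of over 50% in size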
PI5P4Ka inh = PI5P4K alpha (human) kinase inhibition | P48426 | max response, % | PI5P4Kalpha enzyme, ADP-Glo luminescence, 60 min; stronger effect = lower value | 330,000 compounds, 1.2% hits; active = max response of -50% or lower; inconclusive = between -30% and -50%; inactive = -30% or higher; note: value at the top dose of about 77 µM; % is set by controls: 0 for no effect and ±100 for the full control effect
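Quantitative HTS of the MLSMR library against PI5P4Kalpha with substrate. ATP added last at 5 microM final; room temperature, 60 minutes. Remaining ATP depleted, ADP converted and read as luminescence.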
FUS suppressor = suppressors of FUS proteinopathy in yeast. Potency, µM (top dose mostly 76.6 µM), inactives show at the top dose growth rescue (activation), actives largely listed as activators. 390,000 compounds, 0.24% hits. S. cerevisiae FUS-expressing, growth rescue, OD600, 24 h;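 note: potency is the fitted concentration of half-maximal effect; plate controls were DMSO vehicle for no effect and reference control for full effect; nearly all actives have a fitted effect of over 55% in size; some results filed as inactive show a strong effect at the top dose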
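Yeast expressing FUS under galactose induction, OD 0.005 in 2% galactose medium; compounds in a dilution series, 24 h at 30C. Growth rescue by absorbance at 600 nm; CP55940 positive control, DMSO negative.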
* marks the source's active call; other numbers are inactive results; u = inconclusive; x = no result given; & = joins results of further samples; [ ] = dose if it differs, or a comment. Unless noted, calls come from the whole dose curve; as a rule, active = well fitted curve in the direction sought with a large enough effect; inconclusive = small, poorly fitted or top-dose-only effect, or another doubt; inactive = no such curve, though single readings can be large; an effect the other way counts as inactive or inconclusive.

SMILES	PLK1 PBD block	aSyn yeast inh	IL-2 act	EPAC1 agonist	WRN helicase inh	Abeta rescue	EPAC1 antag	PI5P4Ka inh	FUS suppressor
CCO[C@H]1OC(C(=O)NCc2ccccc2)=C[C@@H](c2ccc(Br)cc2)[C@@H]1CCCO	0%	u	0.7	-3%	-4%	3%	-18%	2	u
CC1CCCC(NC(=O)COC(=O)c2c[nH]c(=O)[nH]c2=O)C1C (stereo not drawn)	-10%	1%	0.1	-13%	12%	1%	-3%	3	25%
O=S(=O)(Nc1ccc(-c2ccc3nncn3n2)cc1)c1cccs1	0%	0%	0.0	-1%	-14%	-1%	-8%	-13	34%
COc1ccc(-c2noc(CCCC(=O)NC3CCCC3)n2)cc1OC	-17%	0%	-4.1	4%	-6%	-5%	18%	2	6%
O=C(C1CCC(Cn2c(=S)[nH]c3ccccc3c2=O)CC1)N1CCN(c2ccccn2)CC1 (stereo not drawn)	-15%	-9%	-1.7	9%	4%	-17%	1%	-2	33%
Cc1noc(C)c1COc1cccc(C(=O)Nc2ccc(Br)cc2F)c1	-2%	6%	-6.5	1%	-5%	4%	-11%	12	x
NS(=O)(=O)c1ccc(CCNC(=O)c2cc3ccccc3s2)cc1	-15%	-2%	-1.8	-1%	2%[11.6 µM]	-12%	-26%	4	1%
COc1ccc(CN2CCCCC2C(=O)Nc2ccc(OC)c(OC)c2)cc1OC (stereo not drawn)	1%	2%	-1.9	0%	-3%	16%	13%	x	-9%
CCOC(=O)C(=N/O)/C(C)=N/NC(C)=O	-27%	-5%	7.2	10%	1%	5%	9%	-12	17%
Cc1nc2c(-c3ccc(F)cc3)c(C)nn2c(C)c1CCC(=O)NC(C)CCc1ccco1 (stereo not drawn)	-15%	12%	-3.4	-11%	-10%	2%	-14%	-17	u
O=C(O)c1sccc1S(=O)(=O)c1ccccc1	-4%	-6%	0.5	0%	-8%	-4%	9%	7	-1%
N#CC1(NC(=O)COC(=O)CNC(=O)c2sc3ccccc3c2Cl)CCCCC1	-2%	4%	0.2	14%	-6%	-1%	-30%	-4	34%
COc1ccc([C@H]2CC(=O)C=C(c3ccc4c(c3)OCCO4)C2)cc1	-1%	0%	-0.1	13%	-1%	1%	-8%	7	37%
CC1CCCN(S(=O)(=O)c2ccc(C(=O)Nc3nnc(C4CC4)o3)cc2)C1 (stereo not drawn)	2%	u	0.6	-10%	5%	u	-7%	-5	u
COCC(=O)N(Cc1cc2ccc(C)cc2[nH]c1=O)c1cccc(C)c1	-3%	1%	1.0	8%	11%	2%	31%[activator]	-3	3%
CCOC(=O)N1CCC(NS(=O)(=O)c2ccccc2)CC1	4%	0%	1.8	-1%	-2%	8%	5%	1	24%
c1ccc(CSc2ncccn2)cc1	u	-4%	-2.6	15%	-3%	-1%	8%	x	13%
COc1ccc(C(C)=O)cc1COC(=O)c1ccc2c(c1)OCO2	-21%	-5%	-0.7	0%	-1%	7%	3%	0	2%
CCn1ncc(C(=O)Nc2cc(C)on2)c1C	-5%	-4%	-2.2	-5%	-3%	0%	5%	x	3%
N=c1c2c(n(Cc3ccc([N+](=O)[O-])cc3)c3c1CCC3)CCCC2	-22%	2%	-0.1	9%	2%	-24%	6%	5	17%
CCN(CC)c1ccc(NC(=O)CSC(=O)c2ccccc2)cc1	u	15%	-2.0	-3%	u	14%	-3%	4	x
Cc1ccc(NC(=O)N2CCC(c3nc4c(nnn4Cc4cccc(Cl)c4)c(=O)[nH]3)CC2)cc1	-3%	-3%	-1.6	0%	-25%	-28%	-2%	x	u
Cc1ccc(CNC(=O)C2CCCN(S(C)(=O)=O)C2)cc1 (stereo not drawn)	-13%	-3%	-1.3	5%	0%	-10%	-8%	x	12%
CCOC(=O)Cc1csc(NC(=O)c2cccc(N3C(=O)CCC3=O)c2)n1	-7%	-3%	-0.8	14%	-3%	23%	-8%	x	-7%
COCCn1c(=S)[nH]c2cc(C(=O)N3CC(C)CC(C)C3)ccc2c1=O (stereo not drawn)	-15%	-18%	-2.8	2%	-2%	7%	0%	1	2%

As entered above.
IL-2 act, COc1ccc(-c2noc(CCCC(=O)NC3CCCC3)n2)cc1OC is entered as -4.1
EPAC1 antag, O=C(C1CCC(Cn2c(=S)[nH]c3ccccc3c2=O)CC1)N1CCN(c2ccccn2)CC1 (stereo not drawn) is entered as 1%

(cont.)
SMILES	PLK1 PBD block	aSyn yeast inh	IL-2 act	EPAC1 agonist	WRN helicase inh	Abeta rescue	EPAC1 antag	PI5P4Ka inh	FUS suppressor
O=C(c1cn(Cc2ccccc2)nc1-c1cccnc1)N1CCc2ccccc2C1	3%	2%[1.84 µM]	0.1	6%	-6%	6%	15%	2	14%
CCOc1cccc(-c2nc3cc(C)ccc3o2)c1	-6%	5%	0.6	6%	0%	-1%	-9%	7	-2%
O=C(COn1nnc2ccc(Cl)cc21)Nc1ccc(F)cc1	-9%	10%	1.1	-2%	-3%	29%	-1%	4	9%
O=C(CSc1nncn1-c1ccccc1)Nc1ccccc1F	-5%	-5%	-0.7	-1%	-4%	3%	-7%	2	-3%
Cc1cccc(NC(=O)CN2C(=O)S/C(=C\c3cc(C)n(C)c3C)C2=O)c1	-5%	0%	-0.1	0%	-4%	6%	-2%	-19	x
COc1ccc(NC(=O)Nc2ccc(Br)c(C)c2)cc1	-5%	0%	1.0	2%	-7%	-6%	8%	-5	6%
O=C(/C=C/c1cccc(Cl)c1)NCc1ccncc1	-16%	2%	-0.3	-6%	-15%	15%	-11%	-3	x
O=C(NCCCO)/C(=C\c1cn(-c2ccccc2)nc1-c1cccnc1)NC(=O)c1ccccc1	-6%	-8%	-0.1	-1%	12%	-11%	-11%	0	-2%
CC(=O)NC(=S)NNC(=O)C(c1ccccc1)c1ccccc1	-13%	22µM*	-3.5	11%	-3%	18%	-8%	-2	-16%
CC1CCCCC1NC(=O)CCC(=O)N1CCOc2ccc(Cl)cc21 (stereo not drawn)	-5%	0%	-0.2	5%	-3%	1%	-6%	0	-11%
CC12C=CC3(O1)C(C(=O)N(c1ccccc1)C3C(=O)NC1CCCC1)C2C(N)=O (stereo not drawn)	-7%	-8%	-2.5	8%	-2%	4%	-1%	x	23%
Cc1nnc2c(NC(C)C)nc3ccccc3n12	1%	-16%	1.0	-12%	5%	-10%	4%	-8	-5%
CCOC(=O)c1c(C)c(C(=O)NCCc2ccccc2)c(C)n1C	-12%	-12%	0.0	0%	4%	-11%	-6%	1	-7%
CCN(CC)S(=O)(=O)c1ccc(O)c(C(=O)OCC(=O)N2c3ccccc3CC2C)c1 (stereo not drawn)	-7%	1%	2.9	-3%	-9%	1%	-3%	7	u
CCCN(C(=O)COC(=O)COc1c(C)cccc1C)c1c(N)n(Cc2ccccc2)c(=O)[nH]c1=O	-8%	0%	-0.9	u	-12%	6%	-8%	-1	9%
O=C(NS(=O)(=O)c1ccccc1[N+](=O)[O-])c1ccccc1	6%	1%	-2.4	2%	6%	-1%	0%	1	8%
CC(C)CCN(C(=O)Cc1ccc(Cl)c(Cl)c1)c1c(N)n(Cc2ccccc2)c(=O)[nH]c1=O	-12%	-3%	1.9	3%	-3%	19%	0%	5	15%
N#Cc1c(SC(C(=O)O)c2ccccc2)nc2c(c1-c1cccs1)CCCC2 (stereo not drawn)	30µM*	-4%	-1.6	4%	-21%	-1%	u	-28	44%
O=C1N(CCCl)c2ccc(Br)cc2C12OCCO2	-20%	3%	-0.4	0%	-17%	-5%	-1%	-5	0%
Cc1ccc(-c2nnc(SCC(=O)Nc3ccccc3F)o2)cc1	0%	1%	0.1	-12%	5%	8%	-8%	-1	-6%
Cc1c(CC(=O)NCC(=O)N[C@H](Cc2ccccc2)C(=O)O)c(=O)oc2cc(O)ccc12	-3%	-4%	1.0	-5%	-10%	-15%	9%	-18	-21%
CCOc1ccc(OCCC(=O)OCC(=O)N2CCN(c3ccc(OC)cc3)CC2)cc1	3%	2%	-4.9	-3%	-1%	1%	3%	5	-5%
Cc1ccccc1NC(=O)c1ccc(S(=O)(=O)C(F)F)cc1	-20%	2%	-2.6	4%	1%	-1%	-12%	4	-4%
[O-]/C(=C(\C(=S)Nc1ccc(Cl)cc1)[n+]1ccccc1)c1ccc(OC(F)F)cc1	u	0%	2.0	3%	8%	12%	13%	-10	5%
O=C(Nc1ccc(S(=O)(=O)N2CCCC2)cc1)c1ccc([N+](=O)[O-])o1	u	-13%	-0.2	17%	2%	-76%[inhibitor]	-10%	4	-13%
Continuation.
SMILES	PLK1 PBD block	aSyn yeast inh	IL-2 act	EPAC1 agonist	WRN helicase inh	Abeta rescue	EPAC1 antag	PI5P4Ka inh	FUS suppressor
CCOC(=O)C1CCN(C2CCN(C(=O)c3oc4c(F)cccc4c3C)CC2)CC1	-7%	-9%	-1.5	-4%	u	5%	3%	-5	21%
O=C(COc1ccccc1)Nc1nnc(S(=O)(=O)N2CCCCCC2)s1	-8%	-5%	-0.4	-6%	6%	-3%&-5%	2%	0	2%&-19%
Cc1cccc(N(C)S(=O)(=O)c2ccc3c(c2)NC(=O)CC(=O)N3)c1	-16%	15%	-0.6	0%	-3%	2%&-1%	-2%	-9	-6%&5%
Cc1cc(=O)oc2cc(OCC(=O)NCc3ccncc3)ccc12	1%	8%	-0.9	9%	-3%	-1%	-1%	x	11%
O=C(CN1CCCC1)NC12CC3CC(CC(C3)C1)C2	-2%	-2%	-1.6	-1%	1%	3%	3%	-3	x
Cc1ccc(Nc2nc(N)nc(CSC(=S)N3CCN(c4ccccc4)CC3)n2)cc1	-13%	0%	-4.2	11%	-8%	-5%	7%	-1	x
O=C(O)c1ccc2c3n(nc2c1)-c1ccc(Cl)cc1CO3	-12%	17%	-0.5	-10%	-17%	-4%	8%	u	-4%
CC1(C)CC(=O)C=C(CN2C(=O)c3ccccc3C2=O)C1=O	-2%	3%	1.7	-21%	1%	-2%	7%	-7	12%

Outcome played no part in choosing rows; any-hit rate near 4.1%.
